# Compound activity deposited in PubChem by The Scripps Research Institute Molecular Screening Center.
# PAFAH1B3 FP inh: PAFAH1B3 (human) inhibition; inhibition, % at 3.39 µM; Q15102; recombinant PAFAH1B3, FP-rhodamine probe, fluorescence polarization; 340,000 tested, 0.28% active;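 active means inhibition above the screen-wide average of all tested compounds plus 3 SD, cut at about 25% in these data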;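 further: 0% = enzyme with DMSO only and 100% = wells lacking PAFAH1B3 protein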
# PME-1 inh: blocks human protein phosphatase methylesterase 1; recombinant PME-1, FP-Rh probe fluorescence polarization; 320,000 tested, 0.53% active; Q9Y570; inhibition, % at 5.9 µM;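 active means inhibition above the campaign mean of all compounds plus 3 SD, cut at about 26% in these data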;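 further: competitive labeling of PME-1 active site by serine hydrolase directed probe; 0% = PME-1 with DMSO and 100% = wells lacking PME-1 enzyme; inhibitors block probe labeling so polarization falls and inhibition rises; many of its hits are not listed in these tables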
# PAFAH1B2 inh: inhibitors of human PAFAH1B2 | P68402 | inhibition, % at 3.39 µM | 340,000 tested, 1.2% active | recombinant PAFAH1B2, FP-rhodamine activity probe, fluorescence polarization;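 active means inhibition above the mean of all tested compounds plus 3 SD, cut at about 24% in these data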;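 further: 0% = enzyme with DMSO and 100% = wells lacking PAFAH1B2; many of its hits are not listed in these tables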
# Target sequence (P68402 whole entry, looked up): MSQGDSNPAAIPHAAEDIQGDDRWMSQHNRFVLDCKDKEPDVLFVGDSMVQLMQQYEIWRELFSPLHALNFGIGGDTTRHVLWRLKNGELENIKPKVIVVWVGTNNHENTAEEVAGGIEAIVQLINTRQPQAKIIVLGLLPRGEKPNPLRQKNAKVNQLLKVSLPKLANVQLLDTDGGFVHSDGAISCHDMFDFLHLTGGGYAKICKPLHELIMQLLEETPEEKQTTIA
# LYPLA2 counter: blocks human lysophospholipase 2, a PME1 counter-screen | inhibition, % at 5.9 µM | 320,000 tested, 0.38% active | O95372 | recombinant LYPLA2, FP-Rh probe fluorescence polarization | AID 2177;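 active means inhibition above the screen-wide mean plus 3 SD, limit set per campaign, cut at about 26% in these data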;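 further: 0% = LYPLA2 with DMSO and 100% = wells lacking LYPLA2 enzyme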
# Target sequence (O95372 whole entry, looked up): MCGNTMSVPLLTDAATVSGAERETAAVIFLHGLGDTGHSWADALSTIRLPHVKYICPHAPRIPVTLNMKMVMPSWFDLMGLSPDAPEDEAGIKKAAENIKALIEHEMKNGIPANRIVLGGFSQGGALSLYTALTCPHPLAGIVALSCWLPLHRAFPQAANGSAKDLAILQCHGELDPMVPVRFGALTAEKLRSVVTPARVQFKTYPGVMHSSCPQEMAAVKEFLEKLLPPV
# LYPLA1 inh: blocks human lysophospholipase 1, a PME1 counter-screen; O75608; recombinant LYPLA1, FP-Rh probe fluorescence polarization; inhibition, % at 5.9 µM; 320,000 tested, 0.16% active;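 active means inhibition above the mean of all tested compounds plus 3 SD, set per campaign, cut at about 14% in these data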;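 further: inhibitors block serine hydrolase probe labeling of LYPLA1 so polarization falls; 0% = enzyme with DMSO and 100% = wells lacking LYPLA1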
# PAD4 FP inh: blocks human protein arginine deiminase 4; recombinant PAD4, RCA probe fluorescence polarization; AID 485272; inhibition, % at 6.36 µM; 330,000 tested, 0.41% active; Q9UM07;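 active means percent inhibition above a cutoff equal to the mean of all tested compounds plus 3 SD, cut at about 15% in these data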;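 further: 0% = PAD4 with RCA probe and DMSO and 100% = probe without PAD4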
# GSTO1 counter: GSTO1 inhibition, counter-screen for RBBP9 inhibitors | 300,000 tested, 1.1% active | recombinant GSTO1, activity-based probe fluorescence polarization | P78417 | inhibition, % at 5.96 µM | AID 1974;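 active means inhibition above the campaign mean inhibition plus 3 SD, cut at about 35% in these data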;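 further: 0% = GSTO1-1 with DMSO and 100% = wells lacking GSTO1-1 enzyme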
# PAFAH2 inh: inhibitors of human PAFAH2; 340,000 tested, 0.99% active; inhibition, % at 3.39 µM; recombinant PAFAH2, FP-rhodamine activity probe, fluorescence polarization;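 active means inhibition above the mean over all tested compounds plus 3 SD, cut at about 30% in these data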;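 further: inhibitors block probe labeling of enzyme so polarization drops; 0% = enzyme with DMSO and 100% = wells lacking PAFAH2 protein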
# pPAFAH FP inh: pPAFAH (human) enzyme inhibition; Q13093; recombinant pPAFAH, FP-rhodamine probe fluorescence polarization; inhibition, % at 3.39 µM; 330,000 tested, 1.5% active;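 active means inhibition above the mean inhibition across the screen plus 3 SD, cut at about 25% in these data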;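 further: inhibitors block binding of the rhodamine activity-based probe so polarization drops; 0% = enzyme with DMSO and 100% = wells lacking pPAFAH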
# Target sequence (Q13093 whole entry, looked up): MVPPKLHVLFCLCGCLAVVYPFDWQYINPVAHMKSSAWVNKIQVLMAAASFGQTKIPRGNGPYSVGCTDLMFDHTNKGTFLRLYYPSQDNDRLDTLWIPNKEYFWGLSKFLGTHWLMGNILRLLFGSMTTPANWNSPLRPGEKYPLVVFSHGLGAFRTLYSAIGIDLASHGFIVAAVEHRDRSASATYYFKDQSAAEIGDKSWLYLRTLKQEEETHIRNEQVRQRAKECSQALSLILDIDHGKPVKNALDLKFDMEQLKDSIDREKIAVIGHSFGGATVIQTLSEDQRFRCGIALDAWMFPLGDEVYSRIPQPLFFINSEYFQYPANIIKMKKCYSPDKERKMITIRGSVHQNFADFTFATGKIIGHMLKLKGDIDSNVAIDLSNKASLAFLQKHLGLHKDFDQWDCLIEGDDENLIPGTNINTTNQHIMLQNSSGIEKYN
# * = called active by the depositor; . = no result given.
SMILES,PAFAH1B3 FP inh,PME-1 inh,PAFAH1B2 inh,LYPLA2 counter,LYPLA1 inh,PAD4 FP inh,GSTO1 counter,PAFAH2 inh,pPAFAH FP inh
CC(=O)C1=C(C)NC(SCC(=O)c2ccc(Cl)cc2)=C(C#N)C1CC(C)C (stereo not given),4,-2,5,2,-3,-1,2,-5,4
Cc1ccc(-c2nc(=S)c3c(n2CCN2CCOCC2)CC(C)(C)OC3)cc1,-2,-3,3,-2,-3,-3,-1,6,2
FC(F)(F)c1cc(Oc2ccccc2Cl)nc(-c2ccccn2)n1,4,-7,2,7,0,-3,1,1,2
O=C(/C=C/c1cccs1)N1CCN(c2ccccc2F)CC1,7,7,-5,-1,1,2,0,4,2
O=[N+]([O-])c1ccccc1NCCOc1ccccc1,4,0,7,11,1,-6,7,9,6
Cc1ccc(-c2cc(N)nc(-c3ccccc3)c2)cc1,4,3,11,2,4,2,-1,7,12
O=C(COc1ccc(S(=O)(=O)NC2CCCCC2)cc1)NC1CCCCC1,7,4,1,-1,0,-2,2,-6,9
CCOc1ccc(CCNC(=O)c2ccc(CS(=O)Cc3ccc(Cl)cc3)o2)cc1OCC (stereo not given),3,-12,-1,7,0,1,-2,1,24
CCCC/S(CC1CC1(Cl)Cl)=N\S(=O)(=O)c1ccc(C)cc1 (stereo not given),2,6,7,1,1,1,0,-1,3
CN(Cc1cn(C)nc1-c1ccccc1F)Cc1nccn1C,7,-9,9,7,-2,1,13,6,2
Cn1ccnc1SCC(=O)Nc1ccc(Oc2ccccc2)cc1,8,-3,-2,2,3,-1,-2,3,8
COc1ccc(Cl)cc1C(=O)NCc1ccco1,9,-2,3,6,5,-1,0,4,7
FC(F)(F)c1nnc(-c2ccccc2)nc1Sc1ccccc1,9,5,2,-4,-4,-2,-1,-3,-4
Cc1ccc(OCc2ccc(C(=O)Nc3nccs3)o2)cc1C,3,-5,0,-7,-8,3,-4,0,11
COc1cccc(C(=O)/C=C/Nc2ccc(S(=O)(=O)Nc3nc(C)cc(C)n3)cc2)c1,5,-7,2,-4,-3,-8,-6,1,0
O=c1oc(/C=C/c2ccco2)nc2sc3c(c12)CCC3,-3,6,0,8,2,-6,4,55*,7
Cc1cc(C(=O)OCC(=O)Nc2cc(S(=O)(=O)N(C)C)ccc2Cl)c2ccccc2n1,-2,11,0,1,-1,0,2,-3,-1
CN(c1ccccc1)S(=O)(=O)c1ccc(C(=O)NCc2ccc(F)cc2)cc1,-2,.,5,.,.,-4,.,6,6
CC(=O)Nc1ccc(S(=O)(=O)N(C)CC(=O)OCC(=O)NC(C)C23CC4CC(CC(C4)C2)C3)cc1 (stereo not given),8,8,25*,-1,-3,1,3,7,-3
O=C1c2cccnc2C(=O)N1Cc1ccc(F)cc1,15,3,0,3,0,-5,10,-14,0
O=C1C=CN2CCCCC2CC1 (stereo not given),5,.,1,.,.,4,.,5,2
O=C1c2ccccc2C(Nc2ccc(Cl)cc2)N1CCN1CCOCC1 (stereo not given),6,-6,1,1,-1,-5,0,-2,3
COc1cccc(NC(=O)CN(C)C(C)C(=O)Nc2ccc(S(=O)(=O)N3CCCC3)cc2)c1 (stereo not given),1,6,3,-4,-3,1,-5,4,1
O=C(CN(Cc1ccc2c(c1)OCO2)C(=O)CSc1nc2ccccc2o1)NC1CCCCC1,1,-7,5,-6,-9,-1,-10,0,3
CC(C)(C)C(=O)Nc1cccc(C(=O)c2cccc(NC(=O)C(C)(C)C)c2)c1,9,2,4,-4,-4,-1,4,-8,-1
CCOC(=O)c1ccc(NC(=S)NCc2ccc(S(N)(=O)=O)cc2)cc1,5,1,13,-1,-4,3,-8,-5,3
O=c1[nH][nH]cc1C=NCc1cccnc1,0,-4,2,-1,1,0,1,0,2
CCOC(=O)N1CCN(C(=O)CSc2ccc(C(=O)OC)cc2[N+](=O)[O-])CC1,-6,8,2,2,2,-2,8,-9,1
C=CCn1c(SCc2nc3ccccc3[nH]2)nnc1-c1ccc(OC)cc1,-2,-8,5,0,3,1,-5,-5,0
Nc1nc2n(n1)C(c1cccs1)CC(c1ccccc1)N2 (stereo not given),6,7,-1,5,3,2,2,1,1
O=C(Nc1ccc(Cl)cc1F)C1CCN(S(=O)(=O)c2cccnc2)CC1,2,-2,1,-1,-1,-3,-5,-1,3
COc1cc(-c2ccc3oc(-c4ccsc4)c(C#CC4(O)CCCCC4)c3c2)cc(OC)c1OC,-16,-25,-13,-37,-15,-7,-10,-15,17
CCc1ccc(NC(=S)NCC2CCCN2CC)cc1 (stereo not given),6,-1,7,-1,-2,-4,7,0,0
COC(=O)C(NC=O)C(O)(Cc1ccccc1)C(F)(F)F (stereo not given),5,-3,4,-3,0,-1,4,-2,8
COc1ccccc1CN(C(=O)c1ccco1)C(C(=O)NC1CCCC1)c1ccncc1 (stereo not given),-4,-5,0,-11,-1,-4,3,-3,-7
CCOC(=O)C1C(=O)N(C(=O)c2ccc(OC)cc2)CC1c1ccccc1 (stereo not given),11,9,1,20,10,-1,1,95*,18
COC(=O)CCC(=O)Nc1ccc(N=Nc2ccccc2)cc1,15,5,8,-1,0,-8,9,1,13
COc1ccc(OC)c(CN2CCN(C(=O)CCNC(=O)c3ccc(Br)cc3)CC2)c1,5,1,0,2,4,-5,-10,8,0
Cc1noc(C)c1COc1cccc(C(=O)OC(C)C#N)c1 (stereo not given),6,-3,7,10,3,3,-2,5,3
COc1ccc(NC(=O)C2CCN(S(=O)(=O)c3ccc4c(c3)NC(=O)C(C)S4)CC2)cc1 (stereo not given),-1,4,1,3,0,-5,-1,2,6
O=C(NCCCN1CCCC1)C1CCN(C(=O)c2cc3sccc3n2Cc2ccc(F)cc2)CC1,1,0,2,-6,-5,0,-13,6,-2
COc1ccccc1CCC(=O)Nc1cccc(S(=O)(=O)N2CCCC2)c1,-1,9,-3,-3,1,-3,2,-1,8
COc1ccc(CCN(Cc2cc3cccc(C)c3[nH]c2=O)C(=O)N2CCCC2)cc1OC,-3,0,2,4,0,-3,2,-7,-5
CCn1cc(S(=O)(=O)CC(=O)Nc2ccc3c(c2)OCO3)c2ccccc21,4,1,5,1,1,4,2,-1,2
COc1cccc(/C=N/NC(=S)NC2CC3CC2C2C=CCC32)c1O (stereo not given),6,-3,4,-4,-1,-3,5,22,-2
CC(=O)OC1COC(OC2C(O)C(C)OC(OC3C(OC4CCC5(C)C(CCC6(C)C5CC=C5C7CC(C)(C)CCC7(C(=O)O)CCC56C)C4(C)CO)OCC(O)C3O)C2O)C(O)C1OC(C)=O (stereo not given),.,-6,.,-7,-5,2,14,.,-6
Cc1nc2c(cc(Oc3ccc(S(=O)(=O)N4CCOCC4)cn3)c3ccsc32)s1,3,-1,2,10,-4,-5,0,9,4
Cc1nc2ccc(S(=O)(=O)NCC(=O)N(C)Cc3ccccc3)cc2s1,-5,-1,2,1,1,5,6,0,-3
COc1ccc(-c2nnn(CC(=O)N(CCCO)C(C(=O)NC3CCCC3)c3ccc(F)cc3)n2)cc1 (stereo not given),9,2,5,0,-1,0,-2,2,-1
COc1cc(C(=O)NCc2ccc(S(N)(=O)=O)cc2)ccc1OCC(=O)Nc1cccc(C(F)(F)F)c1,-2,-12,0,-5,-6,3,-2,1,-4
COc1ccc(-n2c(SCC(=O)NCC3CCCO3)nc3c(c2=O)SCC3)cc1 (stereo not given),-10,5,-2,1,-2,2,3,2,0
O=C(CSc1ncn[nH]1)NCCc1ccc(Cl)cc1Cl,5,-5,17,5,6,2,0,1,0
CC1(C)Cc2cccc(OCC(=O)Nc3ccc(OCC(N)=O)cc3)c2O1,2,2,3,-1,-1,-4,-6,4,-2
O=C1CC(N(Cc2ccco2)C(=O)Nc2ccc(F)cc2)C(=O)N1c1ccc(F)cc1 (stereo not given),0,-9,2,3,3,-3,4,-1,-4
Cc1ccc(NC(=O)COC(=O)C2CCC(=O)N2)c(S(=O)(=O)N2CCOCC2)c1 (stereo not given),-7,-1,-13,-4,-1,0,2,-27,-4
Cc1ccc2cc(C#N)c(SCC(=O)NCC3CCCO3)nc2c1 (stereo not given),6,-4,0,1,1,1,-4,-1,-7
O=C(O)c1ccc(-n2nc(-c3ccccc3)c3ccccc3c2=O)cc1,4,1,3,4,4,-3,-11,0,5
C[C@]12c3[nH]c4ccccc4c3CCN1C(=O)C(CC(=O)NCCC1=CCCCC1)C[C@@H]2C(=O)N1CCCCC1 (stereo not given in full),5,.,2,.,.,-3,.,1,0
CCCCN(CC)CCNC(=O)C1CCN(S(=O)(=O)c2cccc3nsnc23)CC1,-1,1,2,1,3,5,16,-3,3
Clc1ccccc1/C=N/c1cc(-c2ccccc2)nn1-c1ccccc1,1,-6,0,-8,-3,4,2,-5,-4
# Additional compounds follow:
SMILES,PAFAH1B3 FP inh,PME-1 inh,PAFAH1B2 inh,LYPLA2 counter,LYPLA1 inh,PAD4 FP inh,GSTO1 counter,PAFAH2 inh,pPAFAH FP inh
COc1ccc(-c2oc3ncnc(NCCCN(C)C)c3c2-c2ccc(OC)cc2)cc1,-2,-4,0,2,2,-1,2,-2,7
O=[N+]([O-])c1ccccc1S(=O)(=O)N1CCN(Cc2cc3c(cc2O)OCO3)CC1,5,2,-1,3,-3,3,9,0,4
CCOc1ccc(NC(=O)C(C)Oc2ccc(C#N)cc2)cc1S(=O)(=O)N1CCCC1 (stereo not given),-3,4,-2,3,-1,0,.,-4,3
CCCCN(C)C(=O)c1cc2cc3ccc(OC)cc3nc2s1,-7,-3,-4,6,-1,-5,-3,19,3
CNC(=S)NCc1ccc(Cl)cc1,8,-3,4,0,2,-2,-2,10,5
CCOc1cc(/C=N/NC(=O)Cn2nc([N+](=O)[O-])cc2C)cc(Br)c1OCc1ccccc1F,-3,-4,-4,-7,-4,4,-1,-7,7
CCCn1c(N)c(C(=O)CSc2nnc(-c3c[nH]c4ccccc34)n2C2CC2)c(=O)[nH]c1=O,3,.,3,.,.,-3,.,4,-1
O=C(NCc1nnc(SCC(=O)N2CCN(c3ccccc3)CC2)o1)c1ccc(F)cc1,5,4,4,0,-1,4,2,-9,2
Cc1ccc(NC(=O)CN2CCN(S(=O)(=O)c3ccc(F)cc3)CC2)cc1C,-1,1,3,-2,-1,0,.,-10,-3
O=C(CSc1nc(N2CCOCC2)nc(N2CCOCC2)n1)Nc1ccc(Cl)cc1Cl,-3,4,5,-5,-2,2,0,2,0
O=C(Cc1ccc(Cl)cc1Cl)OCC(=O)c1ccc[nH]1,-4,-5,5,6,3,-6,-6,1,-2
CN(C(N)=S)c1ccccc1,2,3,1,4,3,1,15,-1,-4
CC(=O)NCC(=O)NC(C(=O)Nc1ccc2c(c1)OCCO2)c1ccc(C)cc1 (stereo not given),11,0,4,-2,-1,0,0,-1,-1
COc1cccc(OC)c1CN1CCCC(C(=O)c2ccccc2SC)C1 (stereo not given),8,2,-3,-2,0,-8,-6,7,2
COc1ccccc1N1CCN(C(=O)CCC(=O)Nc2nnc(CC(C)C)s2)CC1,12,-13,0,-9,-5,-2,-7,9,-9

# Copied from the results shown (2 entries):
SMILES,PAFAH1B3 FP inh,PME-1 inh,PAFAH1B2 inh,LYPLA2 counter,LYPLA1 inh,PAD4 FP inh,GSTO1 counter,PAFAH2 inh,pPAFAH FP inh
COc1cccc(OC)c1CN1CCCC(C(=O)c2ccccc2SC)C1 (stereo not given),8,2,-3,-2,0,-8,-6,7,2
COc1ccccc1N1CCN(C(=O)CCC(=O)Nc2nnc(CC(C)C)s2)CC1,12,-13,0,-9,-5,-2,-7,9,-9

# Not all compounds are listed, so the mix of outcomes need not match the whole.
